CHT PAM: CHT positive allosteric modulators, primary screen, cell-based, membrane potential dye, choline EC20; High affinity choline transporter 1 (Homo sapiens), Q9GZV3; CHT-expressing cells; stronger effect = higher value; LV-AA mutant CHT in HEK293 cells; B-score at 10 µM; actives 0.49% (n = 310,000); AID 488977, 2010;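 active means initial fluorescence not abnormally high and integrated response B-score, plate-corrected, over 3 SD above library mean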
Target sequence (Q9GZV3 whole entry, looked up): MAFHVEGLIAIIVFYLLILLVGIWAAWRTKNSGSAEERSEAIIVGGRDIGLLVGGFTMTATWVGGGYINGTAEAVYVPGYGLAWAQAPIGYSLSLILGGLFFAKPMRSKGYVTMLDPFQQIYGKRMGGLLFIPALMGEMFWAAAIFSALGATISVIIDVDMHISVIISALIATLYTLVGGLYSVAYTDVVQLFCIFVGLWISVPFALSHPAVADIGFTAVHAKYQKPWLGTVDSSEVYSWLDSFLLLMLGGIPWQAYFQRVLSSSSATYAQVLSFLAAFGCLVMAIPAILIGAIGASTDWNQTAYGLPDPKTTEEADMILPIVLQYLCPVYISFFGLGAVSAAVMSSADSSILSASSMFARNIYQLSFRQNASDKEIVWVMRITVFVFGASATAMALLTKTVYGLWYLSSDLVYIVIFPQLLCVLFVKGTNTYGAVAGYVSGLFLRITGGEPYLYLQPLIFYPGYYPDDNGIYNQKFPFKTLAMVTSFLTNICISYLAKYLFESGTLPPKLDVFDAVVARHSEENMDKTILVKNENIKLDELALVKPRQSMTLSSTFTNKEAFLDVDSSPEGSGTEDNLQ
OX1R antag: OX1R (HCRTR1) antagonists, primary screen, fluorescence, CHO/OX1R cells, Fluo-8 calcium, orexin A; inhibition, % at 5 µM; actives 0.43% (n = 330,000); Fluo-8 calcium fluorescence; Orexin/Hypocretin receptor type 1 (Homo sapiens), O43613;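 active means inhibition above its plate's threshold, mean inhibition of all tested compounds on the plate plus 3 SD, cut at about 37% in these data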;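 further: 0% = orexin A challenge wells and 100% = SB-334867-A antagonist wells; not every result past the cut was called active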
Target sequence (O43613 whole entry, looked up): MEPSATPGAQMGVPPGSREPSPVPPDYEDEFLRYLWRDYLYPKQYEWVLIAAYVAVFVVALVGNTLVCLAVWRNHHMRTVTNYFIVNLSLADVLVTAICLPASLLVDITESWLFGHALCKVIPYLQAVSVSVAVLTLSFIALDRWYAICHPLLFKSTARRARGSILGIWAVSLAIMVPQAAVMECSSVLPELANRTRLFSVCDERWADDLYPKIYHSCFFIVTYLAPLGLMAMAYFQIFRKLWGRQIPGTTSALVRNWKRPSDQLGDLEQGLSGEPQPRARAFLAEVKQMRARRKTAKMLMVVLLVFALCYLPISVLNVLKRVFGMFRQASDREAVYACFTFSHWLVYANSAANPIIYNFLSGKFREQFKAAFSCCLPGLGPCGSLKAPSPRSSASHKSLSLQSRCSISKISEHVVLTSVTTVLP
Starred values were filed as active, the others as inactive; i = inactive; / = no result given.

SMILES	CHT PAM	OX1R antag
Cc1cc(C)cc(NC(=O)C(OC(=O)c2cccs2)c2ccccc2)c1 (stereo unspecified)	i	5
O=C(NC1CCCc2c1cnn2-c1ccc(F)cc1F)c1cnccn1 (stereo unspecified)	i	-24
Cc1cc(NS(=O)(=O)c2ccc(NC(=O)C(C)N3C(=O)c4ccccc4C3=O)cc2)nc(C)n1 (stereo unspecified)	i	4
CCCn1nnnc1NC(=O)COc1ccc(Cl)c(C)c1	i	-3
CCOC(=O)/C=C1\SCC(=O)N1CC(=O)NC(c1ccccc1)c1ccccc1	i	-15
Cc1nnc2n(Cc3ccccc3)c(=O)c3c4c(sc3n12)COC(C(C)C)C4 (stereo unspecified)	i	-23
Cc1cc(NC(=O)C(C)SCC(=O)N(C)CC(=O)Nc2ccccc2Br)no1 (stereo unspecified)	i	-38
O=C(O)CCC(NC(=S)Nc1ccccc1)C(=O)O (stereo unspecified)	i	-2
Cc1c(C)c2ccc(OCC(=O)N3CCC(C(=O)O)CC3)c(C)c2oc1=O	i	-14
Cc1ccc2c(c1)NCC(C(=O)NC1CCC(C)CC1)O2 (stereo unspecified)	i	-7
O=C(NC(=S)NC(CO)Cc1ccccc1)c1ccc(F)cc1 (stereo unspecified)	i	-28
CC(C)C(NS(=O)(=O)c1ccccc1F)C(=O)N1CCc2ccccc2C1 (stereo unspecified)	i	-18
Cc1ccc(NC(=O)CN(C)C(=O)c2ccc(Cl)nc2)cc1	i	-28
COc1cc2c(cc1OC)C(C)N(C(=O)c1cccc([N+](=O)[O-])c1)CC2 (stereo unspecified)	i	-22
CCOc1cc(/C=N/Nc2ncc(C)c(=O)[nH]2)ccc1O	i	-12
O=C(Cc1ccccc1F)N1CCN(S(=O)(=O)c2ccc(Cl)cc2)CC1	/	-26
COc1cc2c3nnc(-c4ccc(F)cc4)c-3cn(Cc3ccc(C)cc3)c2cc1OC	i	-29
Cn1c(=O)c2c(nc(NC3CCCCC3)n2CC(=O)C23CC4CC(CC(C4)C2)C3)n(C)c1=O	i	-32
CC(OC(=O)c1cccc(S(=O)(=O)N2CCOCC2)c1)C(=O)NC1CCCCC1C (stereo unspecified)	/	-4
CN1C(=O)C2CN(CCc3ccccc3)CNC2N(C)C1=O (stereo unspecified)	i	-9

A different layout for part of the listing above.
The line under a structure holds: CHT PAM, OX1R antag
Cc1ccc(NC(=O)CN(C)C(=O)c2ccc(Cl)nc2)cc1
→ i, -28
CCOC(=O)/C=C1\SCC(=O)N1CC(=O)NC(c1ccccc1)c1ccccc1
→ i, -15
CCOc1cc(/C=N/Nc2ncc(C)c(=O)[nH]2)ccc1O
→ i, -12
Cc1ccc2c(c1)NCC(C(=O)NC1CCC(C)CC1)O2 (stereo unspecified)
→ i, -7

Additional entries.
SMILES	CHT PAM	OX1R antag
Cc1cc([N+](=O)[O-])nn1CC(=O)NNC(=S)Nc1ccc([N+](=O)[O-])cc1	i	-7
CCC12CN3CC(CC)(CN(C1)C3c1ccccc1Cl)C2O (stereo unspecified)	i	-14
Cn1c(N)c(C(=O)COC(=O)c2ccc([N+](=O)[O-])o2)c(=O)n(C)c1=O	i	-11
COc1ccc(CN2CC(=O)N(c3cc(Cl)ccc3C)C2=S)cc1OC	i	-5
O=C(C(=O)N1CCc2ccccc2C1)c1cn(CC(=O)N2CCCCC2)c2ccccc12	i	-48
COc1cccc(NC(=O)c2ccc(NC(=O)C3CC(=O)OC34CCCCC4)cc2)c1 (stereo unspecified)	i	-11
CCCCNS(=O)(=O)c1ccc(S(=O)(=O)NCc2ccncc2)cc1	i	32
N#Cc1ccccc1OCc1nnc(-c2ccccc2Br)o1	i	-22
Clc1ccc(-c2cc(CSc3ccccc3)on2)cc1	i	-24
CCCCCCNc1cc2n(c(=O)n1)CCc1cc(OC)c(OC)cc1-2	i	-22
O=C(Cn1c(=O)oc2cc(S(=O)(=O)N3CCCCCC3)ccc21)NC1CCCCC1	i	4
CCOc1cc(S(=O)(=O)NCCc2ccc(OC)c(OC)c2)c(OCC)cc1-n1cnnn1	i	-10
O=C(NCCc1ccccc1)C1CCC(=O)N(Cc2ccc(Cl)cc2)C1 (stereo unspecified)	i	-10
Cc1cc(NC(=O)CN2C(=O)NC(C)(c3ccc(OC(F)F)cc3)C2=O)no1 (stereo unspecified)	i	0
C#CCNC(=O)C1=C[C@@H](C2CCCCC2)[C@H](CCCO)[C@@H](OCC)O1	i	-31
COc1cc(C2C(C#N)=C(N)OC3=C2C(=O)CC(C)(C)C3)cc([N+](=O)[O-])c1O (stereo unspecified)	i	-15
CCCCN(CC)S(=O)(=O)c1ccc(C(=O)N(CCCN(C)C)c2nc3cc(C)cc(C)c3s2)cc1	i	-38
O=C(CN1C(=O)/C(=C\c2ccccc2Br)Oc2ccccc21)NCCCN1CCOCC1	i	19
CCOc1ccc(C(=O)CCC(=O)Nc2ncccc2O)cc1	i	-12
O=C(c1ccncc1)N1N=C2CCCCCC2C1(O)C(F)(F)F (stereo unspecified)	i	-3
CCC(C)N(C(=O)COc1ccc(NC(C)=O)cc1)C1CCS(=O)(=O)C1 (stereo unspecified)	i	-7
COc1ccc(S(=O)(=O)N2CCC(n3cnc4ccccc43)CC2)cc1	i	-12
O=C(CNCC1CCCCC1)Nc1ccc(N2CCCCC2)cc1	i	-24
Cn1c(CNC2CCCCC2)nc2ccccc21	i	-12
COCc1c(C(=O)NCC2COc3ccccc3O2)oc2ccccc12 (stereo unspecified)	/	7
S=C(NCc1ccccc1)Nc1nccs1	i	-7
CC12CCC(=O)N1C(C(=O)Nc1nc(-c3cc(F)ccc3F)cs1)CS2 (stereo unspecified)	i	-16
COc1ccc(S(=O)(=O)c2nnn(-c3cccc(Cl)c3)c2N)cc1	i	11
CN1C(=O)c2cccc3c(S(=O)(=O)Nc4ccccn4)ccc1c23	i	-25
O=C1C=C(c2ccc(Oc3ccccc3)cc2)C[C@@H](c2ccc(Cl)cc2)C1	/	-9
O=C(NCC1CCCO1)c1cnc(Cl)c(Cl)c1 (stereo unspecified)	i	-7
C/C(=N\NC(=O)CSCc1ccccc1Cl)c1cc(O)ccc1O	i	-6
COc1ccccc1N(CC(=O)NC1CCCCC1)C(=O)c1csnn1	i	-15
O=C(CN1CCCC1=O)NC1(C(F)(F)F)NC(=O)N(Cc2ccccc2)C1=O (stereo unspecified)	i	1
CCOc1ccc(S(=O)(=O)NCCC(=O)OCC(=O)N2CC(=O)Nc3ccccc32)cc1	i	-10
CSCCC(NC(=O)COc1ccccc1)C(=O)N1CCN(c2ccccc2F)CC1 (stereo unspecified)	i	-31
COc1ccccc1NS(=O)(=O)c1ccc(C(=O)N2CCCCCCC2)cc1	/	13
CC(=O)Nc1ccc(S(=O)(=O)NC(CC(=O)NCCCN2CCOCC2)C(C)C)cc1 (stereo unspecified)	i	10
CCCCn1nnnc1NCc1ccc(C)cc1	i	/
Cc1ccc(-c2nnc(Nc3ccc4c(c3)OCO4)c3ccccc23)cc1S(=O)(=O)NCCO	i	8

Grouped by structure, the compounds so far with a cyano group (2)
SMILES	CHT PAM	OX1R antag
N#Cc1ccccc1OCc1nnc(-c2ccccc2Br)o1	i	-22
COc1cc(C2C(C#N)=C(N)OC3=C2C(=O)CC(C)(C)C3)cc([N+](=O)[O-])c1O (stereo unspecified)	i	-15

As a working copy, some entries already given:
SMILES	CHT PAM	OX1R antag
Cc1cc(C)cc(NC(=O)C(OC(=O)c2cccs2)c2ccccc2)c1 (stereo unspecified)	i	5
O=C(NC1CCCc2c1cnn2-c1ccc(F)cc1F)c1cnccn1 (stereo unspecified)	i	-24
Cc1cc(NS(=O)(=O)c2ccc(NC(=O)C(C)N3C(=O)c4ccccc4C3=O)cc2)nc(C)n1 (stereo unspecified)	i	4
CCCn1nnnc1NC(=O)COc1ccc(Cl)c(C)c1	i	-3
CCOC(=O)/C=C1\SCC(=O)N1CC(=O)NC(c1ccccc1)c1ccccc1	i	-15
Cc1nnc2n(Cc3ccccc3)c(=O)c3c4c(sc3n12)COC(C(C)C)C4 (stereo unspecified)	i	-23
Cc1cc(NC(=O)C(C)SCC(=O)N(C)CC(=O)Nc2ccccc2Br)no1 (stereo unspecified)	i	-38

(next part)
SMILES	CHT PAM	OX1R antag
CC(C)(C)N=C1C([N+](=O)[O-])=CC=C2C1=NC1(CCCCC1)N2O	i	-20
COC(=O)C1(C(O)C(=O)c2ccc(C)cc2C)CCCCC1 (stereo unspecified)	i	-2
O=C(COC(=O)CCC(=O)c1cccs1)Nc1ncc(Cl)cc1Cl	i	-3
NS(=O)(=O)c1ccc(NC(=O)CSc2n[nH]c(=O)n2Cc2ccccc2)cc1	i	-8
C/C(=N\Nc1ccc(Cl)c(C(=O)O)c1)c1ccc(Br)s1	i	1
CNc1oc(/C=C/c2ccccc2)nc1C#N	i	-8
CC1(C)CC(=O)C=C(NC2CCCCCCC2)C1	i	-30
CCOC(=O)c1cnc(SCC(=O)Nc2ccc(N3CCOCC3)c(Cl)c2)nc1N	i	-15
Cc1cccc(CC(=O)NCCS(=O)(=O)N2CCN(c3cccc(Cl)c3)CC2)c1	i	-15
CCCOc1ccccc1NC(=O)c1ccc([N+](=O)[O-])cc1	i	-7
C=C1C(=O)C=C[C@]2(C)C[C@@H]3OC(=O)[C@](C)(O)[C@H]3C[C@@H]12	i	-6
COc1ccccc1C1CCN(c2ccc([N+](=O)[O-])c(OC)c2)CC1	i	-6
COc1ccc(OC)c(C(=O)NC(CC(N)=O)c2ccc(NCc3ccc(F)c(F)c3)c([N+](=O)[O-])c2)c1 (stereo unspecified)	i	6
N=C1SCC(=O)N1c1ccccc1Cl	i	-10
Cc1nn(Cc2c(Cl)cccc2Cl)c(C)c1NC(=O)Cn1nc([N+](=O)[O-])c(Cl)c1C	i	-9
CCCn1c2ccccc2c2cnn(CC(=O)NC3CCCC(C)C3C)c(=O)c21 (stereo unspecified)	i	-10
COc1ccc(CCN(C)C(=O)C23CC4CC(CC(Cl)(C4)C2)C3)cc1OC	i	-25
COc1ccccc1Oc1c(C)oc2c(CN3CCN(C)CC3)c(O)ccc2c1=O	i	-9
Cc1cc(NC(=O)/C=C/C(=O)N(CC(=O)NC2CCCC2)c2ccc(F)cc2)no1	i	-26
COC(=O)N/N=C\c1ccc(OC/C=C/c2ccccc2)cc1	i	/
CC1=CC(C)(C)N2C(=O)C3(NCCc4c3[nH]c3ccccc43)c3cccc1c32 (stereo unspecified)	i	-37
Cc1ccc(-n2c(C)nn(CC3CC3)c2=O)cc1	i	5
Cc1ccc(S(=O)(=O)Nc2ccsc2C#N)cc1	i	-4
Cc1ccc(S(=O)(=O)N2CCCCC2)cc1NC(=O)CNc1ccc(C(F)(F)F)cc1	i	-1
Oc1ccc(N=Nc2cccc(C(F)(F)F)c2)cc1C=Nc1ccc(N2CCOCC2)cc1	i	-10
O=C(NNC(=O)c1csc(-c2cnccc2C(F)(F)F)n1)c1ccc(C(F)(F)F)cc1	i	-26
CCOc1ccc(NC(=O)CSc2nc3[nH]ncc3c(=O)[nH]2)cc1	i	5
COc1cccc(C(=O)N2CCCC(c3nc(-c4cccs4)no3)C2)c1 (stereo unspecified)	i	-2
CC(C)(C)c1ccc(C(=O)OCC(=O)NCc2ccco2)cc1	/	-14
CCN(CC)CCCN1C(=O)C(=O)/C(=C(/O)c2ccc(Cl)cc2)C1c1ccccn1 (stereo unspecified)	i	-9
Cc1cccc(-c2n[nH]c(=S)n2/N=C/c2ccc(C)s2)c1	i	-3
Cc1ccc(-c2noc(CN3CCN(c4ccccc4F)CC3)n2)cc1	i	-8
COc1ccccc1OCC(=O)NCC1CCCN(C(=O)c2ccccc2C(C)=O)C1 (stereo unspecified)	i	-4
OC(COCc1ccc(Cl)cc1)CN1CCCCC1 (stereo unspecified)	i	-2
Cn1ccc(C(=O)OCC(=O)Nc2cccc3ccccc23)n1	i	-9
COc1ccc(OC)c(NC(=O)CCNS(=O)(=O)c2cccc3nonc23)c1	i	-18
CC(=O)c1c(C)[nH]c(C(=O)COC(=O)CN2C(=O)C3CCCCC3C2=O)c1C (stereo unspecified)	/	-1
Cc1ccc(Nc2nc(N)nc(CN3CCCCCC3)n2)c(C)c1	i	-20
O=C(NCC1CCCO1)c1sc2ccccc2c1Cl (stereo unspecified)	i	-10
O=C1c2ccc(Cl)cc2S(=O)(=O)c2cccc(C(=O)N3CCN(c4ccc(Cl)cn4)CC3)c21	/	-17
Cc1cc2nc(-c3ccc[nH]c3=O)n(Cc3cccc(F)c3)c2cc1C	i	-14
COc1cc(NC(=O)CCc2c(C)nc3nc(C)nn3c2C)cc(OC)c1	i	-13
Cc1noc(C)c1C(=O)Nc1nc(-c2cccs2)cs1	/	-18
Nc1c(C(=O)NCCc2ccccc2)nnn1Cc1ccccc1	i	-11
CCC(CC)C(=O)c1c[nH]c(C(=O)OC)c1	i	-15
CN(CC(=O)Nc1ccc(F)c(F)c1F)C(=O)Cc1ccc2c(c1)OCCO2	i	-10
CN(C)S(=O)(=O)N1CCC(Oc2ccc(C(=O)NC3Cc4ccccc4C3)cc2)CC1	i	-4
O=C1OC(C(=O)NCc2ccccc2)Cc2ccccc21 (stereo unspecified)	i	-26
CC1=C(C(=O)OC(C)C)C(c2cccs2)N2C(=O)C(C)SC2=N1 (stereo unspecified)	i	-24
Cc1ccc(C)c(N(CC(=O)NC(C)(C)C)C(=O)CNC(=O)c2cccs2)c1	i	-26
CCNC(=O)Oc1ccc(-c2csnn2)cc1	i	1
Cc1cc(C(=O)CN2CCCC2)c(C)n1-c1ccc(Cl)cc1	i	-21
CCN(CC(=O)Nc1c(F)cccc1F)C(=O)CSCC(=O)Nc1ccc(OC)cc1	i	-13
CCCCN(C(=O)c1cccc(S(=O)(=O)N2CCN(Cc3ccccc3)CC2)c1)c1ccccc1	i	-32
CCN(CC)S(=O)(=O)c1cc(-c2nnc(-c3ccc(Br)cc3)o2)ccc1Br	i	-18
Nc1nc(SCC(=O)N2CCCc3ccccc32)n[nH]1	/	5
CCn1c(=O)c2c3c(sc2n2c(=S)[nH]nc12)CCC3	i	-5
